Bioassay records (PubChem BioAssay)
12-LOX inh – blocks human arachidonate 12S-lipoxygenase; 580,000 tested, 1.1% active; purified 12hLO, xylenol orange hydroperoxide absorbance; Potency, µM (top dose mostly 108 µM), for the others: at the top dose activity change, negative = inhibition, actives largely listed as inhibitors; also: potency is read from the fitted curve at half-maximal effect; % is scaled to controls: 0 for no effect and ±100 for the full control effect
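Purified human 12hLO (150 nM final) in 25 mM Hepes, 0.01% Triton X-100, pH 7.0 was preincubated 15 min at room temperature with compound. Then 40 uM arachidonic acid was added, 30 min. Hydroperoxide was read by Fe-XO absorbance ratio 573/405 nm.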
D2 agonist – activates the human D2 dopamine receptor; P14416; HEK293 T-REx D2 cells, calcium flux agonist mode; activation, % at 2 µM; 340,000 tested, 0.53% active; AID 485358;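 active = activation over 3 SD above normal in the single-dose calcium agonist read, cut at about 30% in these data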; also: 0% is about no effect
Target sequence (P14416 whole entry, looked up): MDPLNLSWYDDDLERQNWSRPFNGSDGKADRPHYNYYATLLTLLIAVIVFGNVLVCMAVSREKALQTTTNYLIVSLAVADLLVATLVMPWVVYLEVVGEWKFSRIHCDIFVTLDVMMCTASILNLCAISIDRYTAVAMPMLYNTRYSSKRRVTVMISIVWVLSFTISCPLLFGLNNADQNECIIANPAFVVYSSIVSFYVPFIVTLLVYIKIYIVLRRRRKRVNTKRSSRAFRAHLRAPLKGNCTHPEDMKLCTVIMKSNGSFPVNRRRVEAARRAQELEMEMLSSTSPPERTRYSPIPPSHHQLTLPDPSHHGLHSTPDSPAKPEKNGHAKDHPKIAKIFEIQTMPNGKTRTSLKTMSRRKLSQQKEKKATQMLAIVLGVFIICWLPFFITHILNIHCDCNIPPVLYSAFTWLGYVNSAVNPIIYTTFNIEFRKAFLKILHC
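Tetracycline-induced HEK293 Trex cells with D2 receptor force-coupled to calcium signaling, plated overnight at 30 C and loaded with no-wash calcium dye. Calcium flux read kinetically for 180 s after compound addition; responses flag agonists.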
RGS4 inh – inhibitors of human regulator of G protein signaling 4; P49798; Transcreener GDP fluorescence polarization, RGS4-accelerated GTP hydrolysis; Potency, µM (doses to about 114 µM), for inactives: at the top dose activity change, negative = inhibition, hits mostly inhibitors; 390,000 tested, 0.039% active; AID 504845; also: potency is read from the fitted curve at half-maximal effect; % is scaled to controls: 0 for no effect and ±100 for the full control effect; nearly all actives have a fitted effect of over 75% in size; some results filed as inactive show a strong effect at the top dose
Target sequence (P49798 whole entry, looked up): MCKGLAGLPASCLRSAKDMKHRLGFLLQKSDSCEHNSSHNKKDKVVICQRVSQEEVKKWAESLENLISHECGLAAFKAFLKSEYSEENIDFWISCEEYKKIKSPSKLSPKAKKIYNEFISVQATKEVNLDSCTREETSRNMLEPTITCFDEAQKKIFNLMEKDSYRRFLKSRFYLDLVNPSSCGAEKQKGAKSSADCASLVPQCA
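MLSMR compounds (23 nl, pin-transferred) preincubated 10 min at room temperature with a 500nM (2x) first reagent, then RGS4 at 900nM (2x) plus Transcreener GDP mix added; fluorescence polarization (620/688 nm) read before and after 90 min at 30 °C.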
Vif-APOBEC3G blk – inhibitors of Vif-APOBEC3G interaction. HeLa A3G-eYFP + Vif (tagged APOBEC3G with the HIV-1 protein that degrades it), YFP fluorescence, overnight. Potency, µM (highest dose often 46.1 µM), without a hit: at the highest dose activity, negative = active, most hits filed as inhibitors. 410,000 tested, 0.076% active;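 also: potency is read from the fitted curve at half-maximal effect; % is scaled to controls: 0 for no effect and ±100 for the full control effect; nearly all actives have a fitted effect of over 60% in size; hits raise eYFP signal because A3G escapes Vif-driven loss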
Target sequence (Q9HC16 whole entry, looked up): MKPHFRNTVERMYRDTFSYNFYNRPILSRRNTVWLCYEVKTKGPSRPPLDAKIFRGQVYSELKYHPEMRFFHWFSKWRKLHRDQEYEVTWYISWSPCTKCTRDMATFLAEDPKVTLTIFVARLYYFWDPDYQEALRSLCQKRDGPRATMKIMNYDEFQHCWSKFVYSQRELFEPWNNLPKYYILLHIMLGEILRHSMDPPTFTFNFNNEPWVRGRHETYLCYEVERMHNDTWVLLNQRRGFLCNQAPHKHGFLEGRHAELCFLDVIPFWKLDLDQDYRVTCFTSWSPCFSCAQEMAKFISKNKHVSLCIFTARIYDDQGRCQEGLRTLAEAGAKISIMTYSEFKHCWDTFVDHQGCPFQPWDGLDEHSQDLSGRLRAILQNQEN
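HeLa cells stably expressing Vif and C-terminally eYFP-tagged A3G, seeded overnight at 37 deg C, then exposed to compound by pintool overnight at 37 deg C. Rise in yellow fluorescence (Ex 488/Em 500-530, Acumen) marks blocked Vif-driven A3G degradation.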
D2 antag – antagonists of human D2 dopamine receptor. inhibition, % at 10 µM. AID 485344. 340,000 tested, 2% active. HEK293 TREx D2 cells, calcium flux, dopamine EC80; in the data active = inhibition above about 30%; also: 0% is about no effect
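Antagonism is scored as inhibition of an EC80 dopamine-evoked calcium signal in a force-coupled, tetracycline-inducible HEK293 T-REx D2 line, with compound present 180 s before agonist.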
Vif-APOBEC3F blk – Vif-A3F binding inhibition; HeLa A3F-eYFP + Vif (tagged APOBEC3F with the HIV-1 protein that degrades it), YFP fluorescence increase; Potency, µM (series often up to 46.1 µM), inactives show top-dose activity, negative = active; 390,000 tested, 0.2% active; also: potency is read from the fitted curve at half-maximal effect; % of control where 0% means no effect; nearly all actives have a fitted effect of over 65% in size
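HeLa cells stably expressing A3F-eYFP plus Vif, plated and incubated overnight at 37 deg C, then exposed to compounds overnight at 37 deg C. Blocked degradation read as raised yellow fluorescence (Ex 488/Em 500-530).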
ERG Ets-DNA blk – ERG Ets/DNA interaction inhibition. fluorescence polarization, His-ERG Ets domain / labelled DNA. P11308. Potency, µM (doses to about 76.9 µM), inactives show at the top dose FP activity, negative = inhibition, hits mostly inhibitors. 370,000 tested, 0.028% active; active = well fitted inhibition curve with a large enough effect in the polarisation, with a control signal flat; inconclusive = small, poorly fitted or top-dose-only effect, or effect the other way, or a change in a side signal; inactive = no such curve, though single readings can be large or run the other way; the % refers to the polarisation;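 also: polarization taken with two DNA probes labelled with fluorescein and Texas red; potency is read from the fitted curve at half-maximal effect; % of control where 0% means no effect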
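His-tagged ERG Ets domain (1 uM in the protein solution; 300mM KCl, 50mM Tris-HCl, 1mM EDTA, 1mM DTT, pH 7.5) received compound, then a probe mix of 5 nM fluorescein-DNA and 100nM Texas-615-DNA. Fluorescence polarization was read for both dyes.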
LDHA inh – inhibitors of human lactate dehydrogenase A; activity change, % (values are at about 110 or 230 µM); 480,000 tested, 0.15% active; purified LDHA, NADH/diaphorase-resazurin fluorescence; active compounds read low; P00338; in the data active = activity change below about -30%; inconclusive = mostly about -25% to -30%;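 also: plate controls were DMSO wells for no effect and wells without enzyme for full effect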
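LDH5 2 nM; NADH 0.06 mM, pyruvate 0.2 mM; 200 mM Tris pH 7.4, EDTA, Tween-20; 5 min RT. Detection: diaphorase 0.133 mg/mL + resazurin 37 µM, fluorescence ex540/em590 at 0 and 20 min; normalized to enzyme-free and DMSO wells.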
Glioma ERSR ind – ER stress response induction in glioma; AID 602332; U87-MG GRP78 promoter luciferase reporter, 16 h; 420,000 tested, 0.02% active; Potency, µM, for inactives: at the highest dose activation, hits mostly activators; also: potency is read from the fitted curve at half-maximal effect; series mostly up to about 76 µM; % of control where 0% means no effect; nearly all actives have a fitted effect of over 35% in size
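Stably transfected U87-MG human glioma cells carrying a GRP78-based luminescent sensor were seeded at 1000 cells/well, pin-dosed with compounds and incubated 16 h. Luciferase reagent was then added, and end-point luminescence was read after 10 min at room temperature.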
An asterisk follows results filed as active; i = inactive; ? = inconclusive; · = no result given; & = joins results of further samples; [ ] = another dose, or the depositor's remark. Unless noted, calls follow the shape of the dose curve; as a rule, active = well fitted curve in the direction sought with a large enough effect; inconclusive = small, poorly fitted or top-dose-only effect, or another doubt; inactive = no such curve, though single readings can be large; an effect the other way counts as inactive or inconclusive. The list is partial; count on the stated rates, not on these rows.

SMILES | 12-LOX inh | D2 agonist | RGS4 inh | Vif-APOBEC3G blk | D2 antag | Vif-APOBEC3F blk | ERG Ets-DNA blk | LDHA inh | Glioma ERSR ind
CCOC(=O)C1CCN(c2c([N+](=O)[O-])c(C(Cl)Cl)nn2-c2ccccc2)CC1 | -15% | -1.7 | 18% | 1% | -8 | 1% | · | -7 | -6%
COc1ccc(CNC(=O)/C=C/c2ccc(S(=O)(=O)N3CCOCC3)cc2)cc1 | 12% | -3.7 | 30% | 2% | 10 | 6% | 12% | -10 | -1%
Cc1ccc(N(CCC(=O)O)S(=O)(=O)c2ccccc2)cc1 | ? | 0.0 | 18% | -1% | -1 | -5% | -4% | -4 | -3%
CCCCCCC/C=N/Nc1nnc(Cc2ccccc2)c(=O)[nH]1 | 0% | 1.1 | 12% | 2% | 11 | 5% | 24% | -14 | -4%
CC(C)c1ccccc1NC(=S)N(C)C | -86% | -0.1 | 13% | 1% | -21 | 1% | 8% | -8 | -2%
CCOC(=O)c1nnn(-c2nonc2N)c1COc1c(C=O)cccc1OC | 0% | 0.6 | -5% | -1% | 16 | -2% | 2% | -1 | -2%
CN(CC(=O)NCCc1ccc(F)cc1)CC(=O)Nc1ccc(F)c(F)c1F | -4% | -1.4 | -11% | 2% | -4 | -10% | -7% | -4 | -2%
Cn1c(=O)c2c(nc(CN3CCN(c4cccc(Cl)c4)CC3)n2CCc2ccccc2)n(C)c1=O | -19% | · | 0% | -4% | · | 4% | -1% | 1 | -5%
Cc1cccc(OCC(=O)NCc2nc(-c3ccccc3)no2)c1 | 0% | 0.1 | 0% | 0% | -9 | -12% | 21% | 0 | -1%
COc1ccccc1-c1nc2ccccc2c(=O)n1O | ? | 0.5 | 30% | -2% | 3 | 14% | 5% | -6 | 2%
NS(=O)(=O)c1ccc(NC(=S)NC(=O)c2cccs2)cc1 | -11% | 0.0 | -24% | -6% | 18 | 1% | -27% | -7 | 0%
COc1ccc(-c2csc(NC(=O)Cc3cccc4ccccc34)c2C(=O)O)cc1 | -10% | 0.8 | -14% | 0% | -7 | 2% | -5% | -5 | -5%
Cc1ccc(-c2nnc(SCC(=O)N(CC(C)C)c3c(N)n(Cc4ccccc4)c(=O)[nH]c3=O)n2N)cc1 | ? | 0.2 | 16% | 2% | -15 | -8% | -1% | -13 | -1%
COC(=O)N/N=C/c1cn(Cc2ccc(Cl)cc2Cl)c2ccccc12 | ? | 2.5 | -1% | -1% | 1 | 3% | -8% | -6 | -4%
CCOc1ccc(NC(=O)Cn2nnc(C(=O)NCc3ccccc3OC)c2N)cc1 | -9% | · | -21% | 3% | · | -7% | 0% | -1 | -3%
CC(=O)Nc1ccc(N2CCCC(C)C2)c([N+](=O)[O-])c1 (configuration not stated) | -20% | -0.8 | 14% | 0% | 13 | 1% | -6% | -1 | -3%
Cc1nc(NC(=O)c2ccccc2)nc2cc3c(cc12)OCO3 | ? | -1.0 | -2% | 0% | 14 | -9% | 0% | -7 | -1%
COc1ccc(NCc2cccn2-c2nnc(N3CCC(C)CC3)s2)c(OC)c1 | -20% | 0.0 | -38% | 5% | · | 5% | 3% | 12 | -6%
CC1(C(=O)NC2CCCCCCC2)CCC(=O)N1Cc1cccs1 (configuration not stated) | 8% | 0.7 | 42% | 1% | 26 | -4% | 15% | -14 | 0%
CC(C)N1C(=O)S/C(=C/c2ccc3c(c2)n(C)c(=O)n3C)C1=O | -1% | -0.3 | 4% | 5% | -2 | -1% | -8% | 0 | -1%
CCCC1CCC(c2ccc(C(=O)NN)cc2)CC1 (configuration not stated) | -19% | 3.4 | -36% | -3% | 5 | 1% | -11% | -6 | -6%
O=C(O)CSc1cnc2ccccc2n1 | 190%[activator] | -0.4 | -6% | 1% | -3 | -4% | -3% | 0 | 0%
COc1ccc(C(C#N)c2cnccn2)cc1OC (configuration not stated) | -10% | -0.4 | -6% | 6% | 7 | -5% | 1% | -5 | -3%
CN(C)CCNC(=O)Cn1nc(N2CCN(c3ccccc3)CC2)ccc1=O | -4% | 0.0 | 23% | 0% | · | -1% | 1% | -2 | -3%
CC[C@H](C)[C@H](NC(=O)OCc1ccccc1)C(=O)OCC(=O)Nc1ccc(N2CCOCC2)cc1 | -3% | -0.7 | -12% | 0% | -8 | -17% | 6% | -1 | -2%

Nothing new here: 5 of the compounds above.
SMILES | 12-LOX inh | D2 agonist | RGS4 inh | Vif-APOBEC3G blk | D2 antag | Vif-APOBEC3F blk | ERG Ets-DNA blk | LDHA inh | Glioma ERSR ind
CCCC1CCC(c2ccc(C(=O)NN)cc2)CC1 (configuration not stated) | -19% | 3.4 | -36% | -3% | 5 | 1% | -11% | -6 | -6%
O=C(O)CSc1cnc2ccccc2n1 | 190%[activator] | -0.4 | -6% | 1% | -3 | -4% | -3% | 0 | 0%
COc1ccc(C(C#N)c2cnccn2)cc1OC (configuration not stated) | -10% | -0.4 | -6% | 6% | 7 | -5% | 1% | -5 | -3%
CN(C)CCNC(=O)Cn1nc(N2CCN(c3ccccc3)CC2)ccc1=O | -4% | 0.0 | 23% | 0% | · | -1% | 1% | -2 | -3%
CC[C@H](C)[C@H](NC(=O)OCc1ccccc1)C(=O)OCC(=O)Nc1ccc(N2CCOCC2)cc1 | -3% | -0.7 | -12% | 0% | -8 | -17% | 6% | -1 | -2%

The results go on.
SMILES | 12-LOX inh | D2 agonist | RGS4 inh | Vif-APOBEC3G blk | D2 antag | Vif-APOBEC3F blk | ERG Ets-DNA blk | LDHA inh | Glioma ERSR ind
COC(=O)c1ccccc1Sc1snnc1C | -22% | -0.4 | 18% | 0% | 16 | 1% | 4% | -6 | 0%
CCSc1ncc(Cl)c(C(=O)Nc2ccc(S(=O)(=O)Nc3ncccn3)cc2)n1 | -12%&-21% | -0.2&2.0 | 4%&23% | -5%&6% | -8 | -1%&1% | -1%&2% | -4&-6 | -5%&-2%
COC(=O)C1C2CC3c4[nH]c5cc(OC)ccc5c4CCN3CC2CC(O)C1OC (configuration not stated) | 21% | · | -47% | -6% | · | ? | -5% | 10 | -1%
COc1ccc(S(=O)(=O)N2CCOCC2)cc1NC(=O)c1ccccc1C | 7% | -0.9 | 24% | -2% | 4 | 2% | -8% | -11 | -6%
COc1ccccc1NC(=O)CNC(=O)c1ccccc1C | 5% | -1.8 | 27% | 1% | -15 | 13% | 4% | -7 | -3%
CS(=O)(=O)N1CCN(c2ccccc2NC(=O)c2ccc(Br)o2)CC1 | 4%[57.4 µM] | -1.0 | -13% | -1% | 1 | -14% | 6% | 0 | -4%
Cc1cc(-c2cc(C(=O)O)c3ccccc3n2)c(C)s1 | -8% | -1.2 | -23% | ? | -3 | 0% | 0% | -1 | 3%
Cc1ccc(C(=O)OCCc2c(C)[nH]n(-c3ccccc3)c2=O)cc1 | -16% | -0.9 | -14%[56.9 µM] | 0% | 12 | 1% | 2% | -4 | 7%
Cc1[nH]c2ccc(F)cc2c(=O)c1SC(F)(F)C(F)C(F)(F)F (configuration not stated) | -20% | 2.8 | -1% | 5% | 7 | -5% | 6% | -5 | -4%
COC(=O)c1[nH]c2ccc(C)cc2c1NC(=O)CN1CCCC(C)(C)C1 | 25% | 1.0 | 2% | 1% | -13 | 4% | -4% | 1 | 0%
COC(=O)CSc1nnc2n(-c3ccc(OC)cc3)c(=O)c3c4c(sc3n12)CCCCC4 | 96%[activator][57.4 µM] | -1.5 | -8% | 1% | 6 | 3% | -1% | -5 | ?
COc1ccc(S(=O)(=O)N2CCN(c3nc(-c4cccs4)nc4ccccc34)CC2)cc1 | · | · | 7%&7% | 1% | · | · | · | -9&1 | -3%
Cc1cc(C(=O)NCCC2=CCCCC2)no1 | -10% | -1.5 | -11% | -1% | -17 | -14% | -5% | 4 | 2%
Cc1csc2ncc(C(=O)NCc3ccc4c(c3)OCO4)c(=O)n12 | · | 0.8 | -24% | 1% | -3 | -1% | 0% | 0 | -5%
O=C(Cn1cnc2sc3c(c2c1=O)CCCC3)NCC(=O)Nc1ccccc1F | 0% | -0.8 | 4%[56.9 µM] | -7% | -11 | 4% | -3% | -6 | 1%
CC(C)(C)c1cc(N/C=C\c2nnnn2-c2ccc(Br)cc2)no1 | -9% | 0.6 | -5%[56.9 µM] | 0% | -26 | -1% | 0% | -1 | -3%
CN1CCN(CC#CC(C)(O)C2CC3C=CC2C3)CC1 (configuration not stated) | ? | -2.1 | 8% | 3% | -11 | 0% | -16% | 6 | -3%
Clc1ccc(Cc2nnc(-c3cccs3)o2)cc1 | i | 0.5 | -8% | -1% | -33 | -5% | 1% | -7 | 1%
O=C(NCc1ccccc1OC(F)(F)F)C1CCC(=O)N(Cc2ccccn2)C1 (configuration not stated) | 14% | 0.4 | -60%[56.9 µM] | 1% | -8 | 1% | 10% | -4 | -6%
Cc1ccccc1NC(=O)c1ccc2c(O)c(S(=O)(=O)c3ccccc3)c(=O)[nH]c2c1 | -8%&-6% | 0.3&0.3 | -19%[56.9 µM] | 0%&0% | 7 | -1%&6% | -8%&-5% | -4&-2 | 8%&-4%
